Screens deposited in PubChem by National Center for Advancing Translational Sciences (NCATS).
p53ts 39C kill: cytotoxicity in p53ts cells at nonpermissive temperature; 130,000 tested, 1.5% active; Potency, µM (series often up to 46.1 µM), without a hit: at the highest dose activity change, negative = cell killing, usual class: cytotoxic; H1299-p53A138V viability at 39C, ATP luminescence, 24 h; AID 902; active means well fitted cell-killing curve with a large enough effect; inconclusive means small, poorly fitted or top-dose-only effect; inactive means no such curve, though single readings can be large or run the other way; further: nearly all actives have a fitted effect of over 55% in size
IkB sig inh: inhibitors of IkB signaling in ABC-DLBCL cells. 110,000 tested, 0.04% active. ABC-DLBCL IkBa-CBG/CBR dual luciferase ratio, 4 h; response scale: scaled: untreated 0%, proteasome inhibitor 100%. Potency, µM (highest dose often 57.1 µM), for the others: top-dose IkBa stabilization activation; active means well fitted curve in the direction sought with a large enough effect in the signal ratio, not every such curve was filed as active; inconclusive means small, poorly fitted or top-dose-only effect, or a change in a side signal; the % refers to the signal ratio;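 further: the direction sought is a rising ratio; 0% = basal untreated cells and 100% = reference inhibitor full response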
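Luminescence ratio of IκBα-fused green versus native red beetle luciferase in OCI-Ly3 cells, 4 h post-doxycycline with compound; red signal alone, scaled from basal (0%) to zero light (-100%), flagged nonspecific or cytotoxic effects.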
Active calls of the source: *; ? = inconclusive; . = no result given; [ ] = dose if it differs, or a comment. Unless noted, on the % scale 0 is the no-effect control and ±100 the full control effect; potency means the concentration at half of the fitted maximal effect. The list is partial. The share of hits here may be higher or lower than overall.

Start of the listing, in advance, four compounds:
Order of results: p53ts 39C kill, IkB sig inh
CC(C)C[C@@H](CC(=O)N[C@H](CC(=O)N[C@@H]1CCNC[C@H]1C(=O)N[C@H](CC(=O)N[C@@H](CCC(=O)O)CC(=O)O)Cc1c[nH]c2ccccc12)C(C)C)NC(=O)[C@@H]1CNCC[C@H]1N
    ., 1.2%
O=C(O)CCCCCC[C@@H]1C(=O)NC(=O)N1CC[C@@H](O)C1CCCCC1
    ., 11%
CC(=O)c1c(O)c(C)c(O)c2c1OC1=CC(=O)[C@H](C(C)=O)C(=O)[C@]12C
    ., 0.0%[11.4 µM]
CC(C)C[C@@H](CC(=O)N[C@H](CC(=O)N[C@@H]1CCNC[C@H]1C(=O)N[C@H](CC(=O)N[C@@H](CCC(=O)O)CC(=O)O)CC(C)C)C(C)C)NC(=O)[C@@H]1CCCC[C@H]1N
    ., 3.4%

The list itself (from the top)
Order of results: p53ts 39C kill, IkB sig inh
CC(C)C[C@@H](CC(=O)N[C@H](CC(=O)N[C@@H]1CCNC[C@H]1C(=O)N[C@H](CC(=O)N[C@@H](CCC(=O)O)CC(=O)O)Cc1c[nH]c2ccccc12)C(C)C)NC(=O)[C@@H]1CNCC[C@H]1N
    ., 1.2%
O=C(O)CCCCCC[C@@H]1C(=O)NC(=O)N1CC[C@@H](O)C1CCCCC1
    ., 11%
CC(=O)c1c(O)c(C)c(O)c2c1OC1=CC(=O)[C@H](C(C)=O)C(=O)[C@]12C
    ., 0.0%[11.4 µM]
CC(C)C[C@@H](CC(=O)N[C@H](CC(=O)N[C@@H]1CCNC[C@H]1C(=O)N[C@H](CC(=O)N[C@@H](CCC(=O)O)CC(=O)O)CC(C)C)C(C)C)NC(=O)[C@@H]1CCCC[C@H]1N
    ., 3.4%
NCCC[C@@H](CC(=O)N[C@@H]1CCNC[C@H]1C(=O)N[C@H](CC(=O)N[C@@H](CCC(=O)O)CC(=O)O)Cc1c[nH]c2ccccc12)NC(=O)C[C@H](CO)NC(=O)[C@@H]1CCCC[C@H]1N
    ., -2.2%
CC(C)[C@@H](CC(=O)N[C@@H]1CCNC[C@H]1C(=O)N[C@H](CC(=O)N[C@@H](CCC(=O)O)CC(=O)O)Cc1ccccc1)NC(=O)C[C@H](CO)NC(=O)[C@@H]1CNCC[C@H]1N
    ., 7.2%
CC(C)[C@@H](CC(=O)N[C@@H]1CCNC[C@H]1C(=O)N[C@H](CC(=O)N[C@@H](CCC(=O)O)CC(=O)O)Cc1c[nH]c2ccccc12)NC(=O)C[C@H](Cc1c[nH]c2ccccc12)NC(=O)[C@@H]1CNCC[C@H]1N
    ., 1.2%
NCCC[C@@H](CC(=O)N[C@@H]1CCCC[C@H]1C(=O)N[C@H](CC(=O)N[C@@H](CCC(=O)O)CC(=O)O)Cc1c[nH]c2ccccc12)NC(=O)C[C@H](Cc1ccccc1)NC(=O)[C@@H]1CCCC[C@H]1N
    ., -2.2%
NC(N)=NCCSSCCN=C(N)N
    ., -0.5%
CC(C)C[C@@H](CC(=O)N[C@@H](CCC(=O)O)CC(=O)O)NC(=O)[C@@H]1CNCC[C@H]1NC(=O)C[C@@H](NC(=O)C[C@H](Cc1c[nH]c2ccccc12)NC(=O)[C@@H]1CCCC[C@H]1N)C(C)C
    ., 3.3%
COc1ccc(-c2coc3ccc(O[C@@H]4O[C@@H](COC(C)=O)[C@@H](OC(C)=O)[C@@H](OC(C)=O)[C@H]4OC(C)=O)cc3c2=O)cc1
    ., 4.0%[11.4 µM]
NCCC[C@@H](CC(=O)N[C@@H]1CCNC[C@H]1C(=O)N[C@H](CC(=O)N[C@@H](CCC(=O)O)CC(=O)O)Cc1ccccc1)NC(=O)C[C@H](CO)NC(=O)[C@@H]1CNCC[C@H]1N
    ., 3.3%
CC(C)[C@@H](CC(=O)N[C@@H]1CCNC[C@H]1C(=O)N[C@H](CC(=O)N[C@@H](CCC(=O)O)CC(=O)O)Cc1c[nH]c2ccccc12)NC(=O)C[C@H](Cc1ccccc1)NC(=O)[C@@H]1CNCC[C@H]1N
    ., -3.8%
CN1C[C@H](C(=O)N[C@]2(C)O[C@@]3(O)[C@H]4CCCN4C(=O)[C@@H](Cc4ccccc4)N3C2=O)C[C@H]2c3cccc4[nH]cc(c34)C[C@@H]21
    ., 0.6%[11.4 µM]
C=C(CO)[C@H]1Cc2c(ccc3c2O[C@H]2COc4cc(OC)c(OC)cc4[C@@H]2C3=O)O1
    ., 9.3%[11.4 µM]
CC(=O)O[C@H]1CC[C@@]2(C)[C@@H](CC[C@@]3(C)[C@H]2C(=O)C=C2[C@H]4C[C@](C)(C(=O)OCCN5CCCCC5)CC[C@]4(C)CC[C@@]23C)C1(C)C
    ., 1.6%[11.4 µM]
CCCCC[C@@H](O)[C@@H]1C(=O)O[C@@H](C)[C@@H](O)\C=C/C=C\C=C/C=C\C=C(\C)[C@H](O)C[C@H](O)C[C@H](O)C[C@H](O)C[C@H](O)C[C@H](O)C[C@@H]1O
    ., 0.9%[11.4 µM]
C=C1C(=O)O[C@H]2C[C@@]3(C)CCCC(=C)[C@@H]3C[C@H]12
    ., 4.4%[11.4 µM]
NCCC[C@@H](CC(=O)N[C@@H]1CCCC[C@H]1C(=O)N[C@H](CC(=O)N[C@@H](CCC(=O)O)CC(=O)O)Cc1c[nH]c2ccccc12)NC(=O)C[C@H](Cc1ccccc1)NC(=O)[C@@H]1CNCC[C@H]1N
    ., -2.6%
CC(C)C[C@@H](CC(=O)N[C@@H](CCC(=O)O)CC(=O)O)NC(=O)[C@@H]1CNCC[C@H]1NC(=O)C[C@H](CCCN)NC(=O)C[C@H](Cc1c[nH]c2ccccc12)NC(=O)[C@@H]1CNCC[C@H]1N
    ., 1.1%

Order of results: p53ts 39C kill, IkB sig inh
CC(C)C[C@@H](CC(=O)N[C@H](CC(=O)N[C@@H]1CCNC[C@H]1C(=O)N[C@H](CC(=O)N[C@@H](CCC(=O)O)CC(=O)O)CC(C)C)C(C)C)NC(=O)[C@@H]1CNCC[C@H]1N
    ., -0.7%
CC(C)C[C@@H](CC(=O)N[C@@H](CCC(=O)O)CC(=O)O)NC(=O)[C@@H]1CNCC[C@H]1NC(=O)C[C@@H](NC(=O)C[C@H](Cc1ccccc1)NC(=O)[C@@H]1CCCC[C@H]1N)C(C)C
    ., -1.4%
CC(C)C[C@@H](CC(=O)N[C@@H](CCC(=O)O)CC(=O)O)NC(=O)[C@@H]1CNCC[C@H]1NC(=O)C[C@H](CCCN)NC(=O)C[C@H](Cc1ccccc1)NC(=O)[C@@H]1CCCC[C@H]1N
    ., -0.7%
CC(C)[C@@H](CC(=O)N[C@@H]1CCCC[C@H]1C(=O)N[C@H](CC(=O)N[C@@H](CCC(=O)O)CC(=O)O)Cc1ccccc1)NC(=O)C[C@H](Cc1ccccc1)NC(=O)[C@@H]1CCCC[C@H]1N
    ., -3.4%
NCCC[C@@H](CC(=O)N[C@@H]1CCCC[C@H]1C(=O)N[C@H](CC(=O)N[C@@H](CCC(=O)O)CC(=O)O)Cc1ccccc1)NC(=O)C[C@H](Cc1c[nH]c2ccccc12)NC(=O)[C@@H]1CCCC[C@H]1N
    ., 1.6%
CCc1cccc2c3c([nH]c12)[C@](CC)(CC(=O)O)OCC3
    ., ?
C[C@@H]1O[C@@H](OC[C@@H]2O[C@@H](Oc3c(-c4ccc(O)c(O)c4)oc4cc(O)cc(O)c4c3=O)[C@H](O)[C@H](O)[C@@H]2O)[C@H](O)[C@H](O)[C@@H]1O
    ., -1.2%[11.4 µM]
COc1ccc([C@@H]2CC(=O)c3c(O)cc(O[C@@H]4O[C@@H](CO[C@@H]5O[C@@H](C)[C@@H](O)[C@@H](O)[C@H]5O)[C@@H](O)[C@@H](O)[C@H]4O)cc3O2)cc1O
    ., -0.6%[11.4 µM]
C=C1CC[C@@H]2O[C@]2(C)CC[C@@H]2[C@H]1CC2(C)C
    ., 0.3%[11.4 µM]
C[C@H]1C[C@@H]2[C@H]3CCC4=CC(=O)C=C[C@@]4(C)[C@]3(Cl)[C@@H](Cl)C[C@]2(C)[C@]1(O)C(=O)COP(=O)(O)O
    ., 6.9%[11.4 µM]
C[C@@H]1C(=O)O[C@H]2[C@@H](O)[C@@]34[C@H]5C[C@H](C(C)(C)C)[C@@]36[C@H](OC(=O)[C@@H]6O)O[C@@]4(C(=O)O5)[C@@]12O
    ., -0.2%[11.4 µM]
NCCC[C@@H](CC(=O)N[C@@H]1CCNC[C@H]1C(=O)N[C@H](CC(=O)N[C@@H](CCC(=O)O)CC(=O)O)Cc1ccccc1)NC(=O)C[C@H](Cc1c[nH]c2ccccc12)NC(=O)[C@@H]1CNCC[C@H]1N
    ., 0.6%
C=C/C(=C\C)C[C@@H](CC(=O)N[C@@H](CCC(=O)O)CC(=O)O)NC(=O)[C@@H]1CNCC[C@H]1NC(=O)C[C@@H](NC(=O)C[C@H](Cc1ccccc1)NC(=O)[C@@H]1CCCC[C@H]1N)C(C)C
    ., -0.3%
CC(C)C[C@@H](CC(=O)N[C@@H](CCC(=O)O)CC(=O)O)NC(=O)[C@@H]1CNCC[C@H]1NC(=O)C[C@H](CCCN)NC(=O)C[C@H](Cc1c[nH]c2ccccc12)NC(=O)[C@@H]1CCCC[C@H]1N
    ., -1.0%
CC(C)C[C@@H](CC(=O)N[C@H](CC(=O)N[C@@H]1CCCC[C@H]1C(=O)N[C@H](CC(=O)N[C@@H](CCC(=O)O)CC(=O)O)Cc1ccccc1)C(C)C)NC(=O)[C@@H]1CNCC[C@H]1N
    ., -0.8%
CC(C)[C@@H](CC(=O)N[C@@H]1CCNC[C@H]1C(=O)N[C@H](CC(=O)N[C@@H](CCC(=O)O)CC(=O)O)Cc1ccccc1)NC(=O)C[C@H](Cc1c[nH]c2ccccc12)NC(=O)[C@@H]1CNCC[C@H]1N
    ., -0.3%
CC1(C)CCC[C@@]2(C)[C@@H]1CC[C@]1(C)OC(=O)C[C@@H]21
    ., 0.1%[11.4 µM]
C[C@](Cc1ccc(O)c(O)c1)(NN)C(=O)O
    ., 2.4%
CC(C)C[C@@H](CC(=O)N[C@@H](CCC(=O)O)CC(=O)O)NC(=O)[C@@H]1CNCC[C@H]1NC(=O)C[C@@H](NC(=O)C[C@H](Cc1c[nH]c2ccccc12)NC(=O)[C@@H]1CNCC[C@H]1N)C(C)C
    ., 0.6%
NCCC[C@@H](CC(=O)N[C@@H]1CCNC[C@H]1C(=O)N[C@H](CC(=O)N[C@@H](CCC(=O)O)CC(=O)O)Cc1c[nH]c2ccccc12)NC(=O)C[C@H](Cc1ccccc1)NC(=O)[C@@H]1CNCC[C@H]1N
    ., -1.2%

CC(C)C[C@@H](CC(=O)N[C@@H](CCC(=O)O)CC(=O)O)NC(=O)[C@@H]1CNCC[C@H]1NC(=O)C[C@H](CCCN)NC(=O)C[C@H](Cc1ccccc1)NC(=O)[C@@H]1CNCC[C@H]1N
  p53ts 39C kill: .; IkB sig inh: 4.0%
CC(C)C[C@@H](CC(=O)N[C@@H](CCC(=O)O)CC(=O)O)NC(=O)[C@@H]1CNCC[C@H]1NC(=O)C[C@H](CCCN)NC(=O)C[C@H](CO)NC(=O)[C@@H]1CCCC[C@H]1N
  p53ts 39C kill: .; IkB sig inh: -1.0%
CC(=O)O[C@@H]1CC[C@]2(C)[C@H]3CC[C@]4(C)[C@H](C[C@H]5CCCC[C@@]54C(C)=O)[C@@H]3CC(=O)[C@@]2(O)C1
  p53ts 39C kill: .; IkB sig inh: 0.7%[11.4 µM]
Clc1ccc(OCCOCCN2CCc3ccccc3C2)c(Cl)c1
  p53ts 39C kill: -17%; IkB sig inh: .
CCOC(=O)COc1c(Cl)cc(C2NC(=S)NC(c3ccccc3)=C2C(C)=O)cc1OCC (stereo unspecified)
  p53ts 39C kill: -28%; IkB sig inh: .
O=C(N/N=C/c1cccs1)c1n[nH]c2c1CCC2
  p53ts 39C kill: ?; IkB sig inh: .
CC1CCCN(c2ccc(C(=O)NCc3ccc4c(c3)OCO4)cc2[N+](=O)[O-])C1 (stereo unspecified)
  p53ts 39C kill: -7%; IkB sig inh: .
COc1cc(CCC(=O)OCC(=O)Nc2ccccc2C(C)C)cc(OC)c1OC
  p53ts 39C kill: -8%; IkB sig inh: .
CCc1ccc(CCC(=O)Nc2ncc(Cc3ccccc3Cl)s2)o1
  p53ts 39C kill: 5%; IkB sig inh: .
O=C(CSc1ccc(-c2cccs2)nn1)NCc1ccccc1Cl
  p53ts 39C kill: 5%; IkB sig inh: .
CCc1sc(N(C(=O)Cc2ccccc2)c2ccccc2F)nc1-c1ccc(C)cc1
  p53ts 39C kill: -1%; IkB sig inh: .
CCOC(=O)C1=C(C)n2c(s/c(=C3\C(=O)Nc4ccccc43)c2=O)=NC1c1ccc(OC)cc1 (stereo unspecified)
  p53ts 39C kill: 0%; IkB sig inh: .
COC(=O)c1cc(NS(=O)(=O)c2ccc(N3CCC(C)CC3)c([N+](=O)[O-])c2)cc(C(=O)OC)c1
  p53ts 39C kill: -10%; IkB sig inh: .
O=C(Nc1ccccc1Cl)c1ccc(COc2ccc3c(c2)CCC3)cc1
  p53ts 39C kill: 12%; IkB sig inh: .
O=C(Nc1cccc(Cl)c1)c1ccc(Cn2cc(Cl)cn2)cc1
  p53ts 39C kill: 12%; IkB sig inh: .
COc1ccc(S(=O)(=O)N(CC(=O)Nc2ccc(S(=O)(=O)N3CCOCC3)cc2)c2ccccc2)cc1
  p53ts 39C kill: 6%; IkB sig inh: .
